# GSH bead fluor = compound fluoresces at 488/530 nm on GSH beads; GSH beads flow cytometry, compound fluorescence 488/530 nm; stronger effect = higher value; fluorescence (KMESF) at 10 µM; 190,000 compounds, 0.25% hits; AID 1776; in the data active = fluorescence above about 89;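 note: glutathione beads carrying GST-tagged Bcl family fusion proteins plus one bare bead set; values are compound well signal with DMSO vehicle wells as background; inactives centre near 16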
# Mcl1-Noxa inh = Mcl-1/Noxa interaction inhibition; Q07820; inhibition, % at 21.7 µM; TR-FRET Mcl-1/Noxa peptide binding, 2 h; 220,000 compounds, 1.5% hits;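 active = compounds that cut the protein-peptide binding signal by more than 50% relative to plate controls in a single-dose test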;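 note: His-tagged Mcl-1 with rhodamine Noxa BH3 peptide and terbium anti-His antibody; 0% = Mcl-1 plus Noxa peptide wells and 100% = peptide-only wells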
# Target sequence (Q07820 whole entry, looked up): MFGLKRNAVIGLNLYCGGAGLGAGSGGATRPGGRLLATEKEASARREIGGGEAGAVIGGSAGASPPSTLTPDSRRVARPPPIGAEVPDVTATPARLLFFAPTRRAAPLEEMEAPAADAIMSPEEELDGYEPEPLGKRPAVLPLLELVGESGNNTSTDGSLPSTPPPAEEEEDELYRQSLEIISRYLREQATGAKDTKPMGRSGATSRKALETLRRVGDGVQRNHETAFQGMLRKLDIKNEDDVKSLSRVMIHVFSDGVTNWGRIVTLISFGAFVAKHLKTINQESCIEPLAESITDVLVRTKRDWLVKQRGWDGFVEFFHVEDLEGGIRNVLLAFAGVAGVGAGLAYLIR
# RGS7-Gao = human RGS7-Galphao interaction regulation; Multiplexed bead flow cytometry, RGS7-Galphao binding; actives lie on both sides; binding response (% of control), % at 10 µM; AID 1439; P09471; 220,000 compounds, 0.35% hits; in the data active = binding response below about 49% or above about 150%; inconclusive = no clear call, values can overlap the other calls; inactive = in between;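 note: fluorescent Galphao held in activated GDP-AlF4 state binding bead-coupled RGS7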
# Avidin fluor = avidin bead compound fluorescence profile; 220,000 compounds, 0.38% hits; Avidin beads, compound fluorescence 488/530 nm, flow cytometry; stronger effect = higher value; fluorescence (KMESF) at 10 µM; in the data active = fluorescence above about 47; note: inactives centre near 10
# ABCG2 inh = blocks JC-1 efflux by human ABCG2 transporter. Q9UNQ0. IgMXP3 cells, flow cytometry. inhibition, % at 6.6 µM. 190,000 compounds, 0.1% hits;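 active = inhibition above 80%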;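 note: 0% = DMSO and 100% = nicardipine control wells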
# Target sequence (Q9UNQ0 whole entry, looked up): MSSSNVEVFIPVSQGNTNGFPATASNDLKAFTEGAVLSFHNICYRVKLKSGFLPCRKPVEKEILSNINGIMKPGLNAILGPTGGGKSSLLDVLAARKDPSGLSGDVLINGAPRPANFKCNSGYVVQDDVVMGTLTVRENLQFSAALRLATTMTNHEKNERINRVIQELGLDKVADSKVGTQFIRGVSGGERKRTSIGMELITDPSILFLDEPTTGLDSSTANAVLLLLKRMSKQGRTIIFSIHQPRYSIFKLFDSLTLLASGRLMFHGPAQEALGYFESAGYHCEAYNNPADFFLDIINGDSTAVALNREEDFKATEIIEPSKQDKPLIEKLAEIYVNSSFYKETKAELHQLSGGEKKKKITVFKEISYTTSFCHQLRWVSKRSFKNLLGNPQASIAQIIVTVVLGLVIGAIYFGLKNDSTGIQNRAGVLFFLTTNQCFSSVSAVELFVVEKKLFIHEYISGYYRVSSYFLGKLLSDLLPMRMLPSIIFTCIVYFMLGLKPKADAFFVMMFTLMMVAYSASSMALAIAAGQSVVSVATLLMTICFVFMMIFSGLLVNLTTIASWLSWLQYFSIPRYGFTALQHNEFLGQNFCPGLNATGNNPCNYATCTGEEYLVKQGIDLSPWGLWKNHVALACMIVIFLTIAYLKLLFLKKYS
#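 Assay system – ABCG2 IgMXP3 and barcoded ABCB1 CCRF-Adr cell mix · Input – 3 million cells/mL in well · Reagent – JC-1 fluorescent substrate · Compound – single test compound dose, 6.6 µM final · Timing – 10 min exposure at 25 °C with rotation, no wash · Detection – flow cytometry of retained JC-1 fluorescence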
# RGS8-Gao reg = human RGS8-Galphao interaction regulation; P09471; multiplexed bead flow cytometry, RGS8-Galphao binding; actives lie on both sides; response (percent of control binding), % at 10 µM; 220,000 compounds, 0.34% hits; in the data active = response below about 60% or above about 140%; inactive = in between;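 note: Galphao activated as the GDP aluminium fluoride complex binding bead-coupled RGS8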
# Mcl1-Bid inh = Mcl-1/Bid interaction inhibition | Q07820 | TR-FRET Mcl-1/Bid-Dy647 peptide binding, 1536-well | inhibition, % at 21.7 µM | 220,000 compounds, 0.97% hits | AID 1021;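 active = compounds that cut the binding signal by more than half at the single screening dose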;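 note: His-tagged Mcl-1 with europium anti-His antibody binding Bid BH3 peptide; 0% = Mcl-1 plus peptide wells and 100% = peptide-only wells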
# ABCB1 block = inhibitors of human ABCB1 transporter, ABCG2 counter-screen; P08183; CCRF-Adr cells, JC-1 efflux, flow cytometry; inhibition, % at 6.6 µM; 190,000 compounds, 0.067% hits; AID 1326; in the data active = inhibition above about 40%;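 note: 0% = vehicle and 100% = reference inhibitor; higher value means more JC-1 retained so stronger ABCB1 efflux block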
# Mcl-1 Bim block = disrupts Bim peptide binding to human Mcl-1; Q07820; Bead-based flow cytometry, Bim peptide-Mcl-1 binding; inhibition, % at 10 µM; 190,000 compounds, 0.1% hits; AID 1009; in the data active = inhibition above about 40%;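 note: 0% = no compound tracer wells and 100% = peptide blocker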
# Pf gametocyte = inhibitors of late stage P. falciparum gametocyte viability; P. falciparum stage V gametocytes, ATP luminescence, 24 h; inhibition, % at 10.9 µM; 150,000 compounds, 0.065% hits;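 active = inhibition above the mean plus 3 SD of compounds within the control limits, set per campaign, cut at about 38% in these data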;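 note: 0% = DMSO wells and 100% = medium only without gametocytes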
# RGS4-Gao reg = modulates binding of RGS4 to human Galphao; AID 1415; binding response (% of control), % at 10 µM; Multiplexed bead flow cytometry; actives lie on both sides; 220,000 compounds, 0.33% hits; P09471; in the data active = binding response below about 49% or above about 150%; inactive = in between;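 note: fluorescent Galphao activated with aluminum fluoride binding bead-coupled RGS4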
# An asterisk follows results filed as active; u = inconclusive; x = not tested or not shown.
SMILES,GSH bead fluor,Mcl1-Noxa inh,RGS7-Gao,Avidin fluor,ABCG2 inh,RGS8-Gao reg,Mcl1-Bid inh,ABCB1 block,Mcl-1 Bim block,Pf gametocyte,RGS4-Gao reg
CC1COC(Cn2c3ccccc3c3ccccc32)O1 (stereo unspecified),x,18,u,8,x,100,61*,x,x,-44,98
COc1ccc(CCC(N)=O)cc1OC,17,5,115,32,4,106,-6,1.4,-3,-9,109
Cn1c(=NCC(O)COc2ccccc2)sc2ccccc21 (stereo unspecified),20,13,96,7,1,100,5,0.1,-1,-4,97
Cc1cc(SCC#N)n2nc(C)c(-c3ccc(Cl)cc3)c2n1,15,2,104,5,6,103,-26,0.6,4,x,100
COc1ccc(C(=O)NC(=S)Nc2ccc(Cl)cn2)cc1OC,20,-7,102,10,0,101,-32,-0.2,1,-2,100
COc1cccc(NC(=O)N2CCN(C(=O)C(Cc3ccc(OC)c(OC)c3)NC(C)=O)CC2)c1 (stereo unspecified),20,10,102,32,9,99,-9,1.1,-9,x,101
CCn1c(SCC(=O)NCCc2ccccc2)nnc1-c1cccs1,14,-7,100,36,3,98,1,0.5,-1,-3,98
O=C(CC(Nc1cccc(Cl)c1Cl)C(=O)O)c1ccccc1 (stereo unspecified),13,14,102,22,1,99,-25,0.3,0,-21,104
Cc1ccnc(NS(=O)(=O)c2ccc(NS(=O)(=O)c3cccs3)cc2)n1,13,6,102,21,0,102,13,0.0,12,4,104
COc1ccc(CCN2C(=O)c3cccc4c(C(=O)N5CCCCC5)ccc(c34)C2=O)cc1OC,10,21,103,12,33,102,2,3.4,-8,x,103
CC(=O)NC1CCN(CC(=O)Nc2cccc([N+](=O)[O-])c2)CC1,15,8,u,12,9,102,-28,3.1,1,9,103
CCOC(=O)c1cnn(-c2cc(C)nc3c(-c4ccccc4)c(C)nn23)c1N,21,7,107,26,3,101,8,0.5,0,-11,102
CCOc1ccc(NC(=S)Nc2ccc(OC)cc2)cc1,16,7,u,10,5,102,-38,0.6,-1,x,102
Cc1cc(C(=O)N2CCN(Cc3ccccc3)CC2)on1,23,4,102,6,0,101,-18,0.3,1,x,103
Cn1cc(CNCc2ccccc2OCC(O)CN2CCc3ccccc3C2)cn1 (stereo unspecified),9,6,103,3,1,107,-17,0.7,-4,5,105
Cc1ccc(N2CC(C(=O)Nc3nccs3)CC2=O)cc1Cl (stereo unspecified),22,-8,97,8,5,99,-12,0.4,0,-2,97
Cc1ccc(NC(=O)C2CCCN(S(=O)(=O)c3c(C)noc3C)C2)c(C)c1 (stereo unspecified),31,-3,98,12,74,99,-44,2.7,-3,x,98
CSc1ccc(C(=O)C2CCCN(Cc3ccc(N4CCNC4=O)cc3)C2)cc1 (stereo unspecified),22,-15,104,6,0,100,-5,0.7,1,-3,98
Nc1cc(S(=O)(=O)Nc2ccc(Br)cc2)ccc1Cl,x,-2,u,6,x,102,-12,x,x,18,102
Cc1ccc(S(=O)(=O)Oc2ccccc2/C=N/Nc2ccc(C(=O)O)cc2)cc1,x,34,u,5,x,99,9,x,x,-20,99
Cn1c(C(C)(O)C(O)c2ccccc2)nc2ccccc21 (stereo unspecified),10,12,99,3,2,101,-12,0.4,-7,x,97
COc1ccccc1-n1c(=O)c(C#N)c(-c2ccc([N+](=O)[O-])cc2)c2cc(C(=O)c3cc(F)ccc3O)cnc21,14,0,u,9,-1,102,-32,0.6,4,x,103
CC1CC(C)(C)N(C(=O)CN2C(=O)c3ccccc3C2=O)c2ccccc21 (stereo unspecified),11,-2,95,13,0,86,-13,1.0,-5,x,90
O=C1C=C(c2cccs2)CC(c2cccs2)C1n1cnc([N+](=O)[O-])c1 (stereo unspecified),18,2,101,7,4,101,-3,1.8,2,14,96
Cc1cc(C)cc(NC(=S)N2CCN(Cc3ccccc3)CC2)c1,17,8,100,9,1,102,-37,0.4,-3,16,103
CCCc1nnc(NC(=O)CN2C(=O)c3ccccc3S2(=O)=O)s1,20,6,104,11,-1,101,-10,-0.1,-5,x,99
Cc1ccc(NC(=O)Nc2ncnc3nc[nH]c23)cc1,x,-6,u,7,x,128,-19,x,x,4,136
Cn1cc(CC(=O)NCCCN2CCCC2=O)c2ccccc21,21,6,98,8,-5,98,-28,-2.4,0,x,100
COc1ccc(-c2cc(=O)c3cc(OC)ccc3[nH]2)cc1,17,23,107,10,0,103,7,-0.1,2,x,102
CC(C)OCCCN1CN(S(=O)(=O)c2ccccc2)c2nc3ccccc3nc21,38,18,98,14,8,104,8,2.9,-3,x,103
CN1COc2ccc3ccccc3c2C1,24,25,102,8,-3,103,-27,-0.1,1,x,102
CC(=O)C1=C(C)N(Cc2ccccc2)C(=O)N[C@H]1CCc1ccccc1,18,-3,101,10,2,101,8,0.6,1,-10,99
CSc1ccc(S(=O)(=O)NCCOc2ccccc2C)cc1,29,30,109,13,0,116,-41,-0.2,-4,-6,108
Cc1nc(-c2ccccn2)sc1C(=O)Nc1ccc(F)cc1F,30,-1,98,15,1,100,-6,0.1,1,3,101
O=C(Nc1ccccc1)c1ccc(CSc2ncccn2)cc1,30,-6,103,8,1,99,-23,0.0,-1,x,103
N=c1n(Cc2ccccc2)c2ccccc2n1Cc1ccccc1,10,-12,97,6,2,100,-17,0.5,-2,x,98
COc1ccc(C2CC(c3cccs3)=NN2C(=O)CSc2nc3ccccc3o2)cc1 (stereo unspecified),11,4,101,10,13,99,1,2.4,-2,x,97
COc1nn(CC(=O)N2N=C(C)CC2(O)C(F)F)cc1[N+](=O)[O-] (stereo unspecified),67,3,99,7,3,104,-8,0.8,0,0,100
CCCCNC(=O)CCn1nc(-c2ccc(Cl)cc2)c2ccccc2c1=O,x,4,u,6,x,103,0,x,x,22,105
CCC(C)NC(=O)c1ccccc1NC(=O)C1COc2ccccc2O1 (stereo unspecified),13,26,99,11,5,101,-11,1.3,-5,7,99
COC(=O)c1cn(C(=O)c2ccc(C)cc2C)c2ccccc12,18,14,101,7,4,102,-15,0.6,1,0,103
CNS(=O)(=O)c1cccc(C(=O)NCC(c2cccs2)N(C)C)c1 (stereo unspecified),45,1,98,16,1,99,-22,0.3,-11,27,99
COc1ccc(C(=O)N2CCSC2=S)cc1OC,14,6,104,11,3,101,-21,0.4,0,x,104
CCCC(c1nnnn1Cc1ccc(OC)cc1)N1CCN(c2ccccc2)CC1 (stereo unspecified),19,1,99,24,24,102,-9,4.7,0,-1,103
Cc1cc(C)nc(NS(=O)(=O)c2ccc(NC(=O)CCN3C(=O)c4ccccc4C3=O)cc2)n1,13,-12,97,12,1,105,-26,0.1,4,-32,100
CCOC(=O)c1ccc(NC(=S)NNC(=O)C2(C)CC2(Cl)Cl)cc1 (stereo unspecified),17,-32,x,x,1,x,-39,0.3,-4,x,x
COc1ccc(-c2nc(C#N)c(NCCc3ccccc3)o2)cc1OC,15,10,101,16,3,100,-23,0.7,-1,x,104
Cc1ccc(C=Nc2cc([N+](=O)[O-])ccc2C)s1,11,5,104,14,30,101,-3,2.0,0,x,99

# Reprinted from the part before: 2 compounds, then new ones.
SMILES,GSH bead fluor,Mcl1-Noxa inh,RGS7-Gao,Avidin fluor,ABCG2 inh,RGS8-Gao reg,Mcl1-Bid inh,ABCB1 block,Mcl-1 Bim block,Pf gametocyte,RGS4-Gao reg
COc1ccc(-c2nc(C#N)c(NCCc3ccccc3)o2)cc1OC,15,10,101,16,3,100,-23,0.7,-1,x,104
Cc1ccc(C=Nc2cc([N+](=O)[O-])ccc2C)s1,11,5,104,14,30,101,-3,2.0,0,x,99
Cc1ccccc1NC(=O)Cc1nc(-c2ccc3ccccc3c2)cs1,11,1,104,11,40,100,8,0.6,-5,12,104
O=C1c2cccc([N+](=O)[O-])c2C(=O)N1c1ccccc1,10,13,98,1,7,95,1,0.3,0,-4,103
N#CC1=C(SCc2ccccc2)NC(=O)CC1c1ccc(O)cc1 (stereo unspecified),48,1,111,32,2,115,-6,0.6,-4,x,107
CCOC(=O)c1cnc(SC)nc1Oc1cccc(NC(=O)c2cccc(Cl)c2Cl)c1,12,-3,102,20,2,107,-13,0.6,-2,31,104
Cc1cc2cc(C)c3nnc(SCC(=O)Nc4ccc(S(=O)(=O)N5CCCCC5C)cc4)n3c2cc1C (stereo unspecified),5,-10,101,3,0,98,7,0.8,-3,-2,99
Cc1cc(OCC(=O)NC(C)C)cc(C)c1Cl,17,-5,101,14,1,97,-4,-0.2,-1,x,102
Cn1c(=N)c(S(=O)(=O)c2ccccc2)cc2c(=O)n3ccccc3nc21,12,13,96,34,0,101,4,0.1,3,10,104
CCCCn1c(N)c(N(CC(C)C)C(=O)CCCSc2nncs2)c(=O)[nH]c1=O,15,13,108,9,3,105,1,1.0,1,-15,104
CCCCn1nc(CC(=O)NCCN(CC)CC)c2ccccc2c1=O,x,20,u,8,x,98,-27,x,x,2,101
COc1ccc(Cn2c(CCC(=O)O)nc3cccnc32)cc1,33,2,101,14,-5,101,-47,-1.0,-5,x,101
CN(C)c1nc(Oc2ccc(=O)n(C)n2)nc(N2CCOCC2)n1,51,-11,98,10,1,100,-7,0.2,0,x,95
CCSC1=NCCN1C(=O)c1c(-c2ccccc2Cl)noc1C,21,-3,u,14,-4,101,-19,-0.2,0,-22,104
COc1cc2nc(CN(C)Cc3ccc(Cl)cc3)[nH]c(=O)c2cc1OC,20,6,98,8,5,100,-2,2.2,-1,1,98
CC(C)[N+](C)(C)CC#CC(O)(c1ccccc1)c1ccccc1,x,6,u,6,x,101,2,x,x,16,100
Cc1cccc(N=Nc2cnc(N)s2)c1,x,14,u,10,x,98,-7,x,x,18,99
Oc1ccccc1C1=Nc2ncnn2C(c2ccc(F)cc2)C1 (stereo unspecified),36,2,106,11,13,102,-40,-0.4,-3,9,113
Cc1[nH]n(-c2ccccc2)c(=O)c1C(C[N+](=O)[O-])c1ccccc1Cl (stereo unspecified),29,7,91,2,0,80,-5,0.9,0,-26,84
C=CCn1c(COc2cccc3ccc(C)nc23)nnc1SCC(=O)O,4,-10,101,5,1,103,-10,-0.1,0,14,102
COC(=O)NCCOc1cc(C)ccc1C,33,16,104,16,1,101,-4,0.1,0,6,102
CCn1c(N2CCC(Cc3ccccc3)CC2)nc2c1c(=O)[nH]c(=O)n2C,6,-2,99,10,6,102,-44,1.4,-1,-12,98
CCc1ccc(-n2c(SCC(=O)Nc3cc(C)[nH]n3)nc3[nH]ncc3c2=O)cc1,59,14,101,8,1,104,-13,0.4,-1,x,103
Cn1c(=O)c(C(=O)CN2CCCCCC2)c(N)n(Cc2ccccc2)c1=O,10,16,99,11,10,101,-22,0.8,2,-3,100
